High-throughput results: PubChem BioAssay, several laboratories
GlmU inhibition = inhibition of mycobacterial GlmU enzyme – biochemical, glucosamine-1-phosphate acetyltransferase (AID 1376); 220,000 tested, 0.25% active; inhibition, %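 (tested at 30 µM in the primary screen)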; hits with a dose series show IC50 in µM; M. tuberculosis GlmU acetyltransferase enzyme assay; higher % means a stronger effect; in the data active means inhibition above about 13%; inconclusive means no clear call, values can overlap the other calls;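 further: 0% = complete reaction with vehicle and 100% = reaction without substrate; strong numbers were not always called active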
Mtb RmlCD inh = blocks M. tuberculosis RmlC and RmlD coupled enzymes. RmlC+RmlD coupled enzyme assay, percent inhibition; primary screen in compound mixtures. inhibition, % at 3.6 µM. 160,000 tested, 0.03% active. AID 1533; in the data active means inhibition mostly above about 34%, no sharp cut-off; inconclusive means no clear call, values can overlap the other calls; inactive means mostly below about 22%; further: some results filed as inactive read as strong as hits
Target sequence (P9WH09 whole entry, looked up): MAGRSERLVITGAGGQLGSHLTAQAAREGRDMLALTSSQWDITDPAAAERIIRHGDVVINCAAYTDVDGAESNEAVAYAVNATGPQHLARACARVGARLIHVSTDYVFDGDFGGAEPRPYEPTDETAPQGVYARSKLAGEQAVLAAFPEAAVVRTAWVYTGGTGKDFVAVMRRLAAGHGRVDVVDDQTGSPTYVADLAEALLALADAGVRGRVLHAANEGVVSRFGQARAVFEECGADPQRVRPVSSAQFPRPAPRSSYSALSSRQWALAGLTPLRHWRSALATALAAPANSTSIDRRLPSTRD
Target sequence (P9WH11 whole entry, looked up): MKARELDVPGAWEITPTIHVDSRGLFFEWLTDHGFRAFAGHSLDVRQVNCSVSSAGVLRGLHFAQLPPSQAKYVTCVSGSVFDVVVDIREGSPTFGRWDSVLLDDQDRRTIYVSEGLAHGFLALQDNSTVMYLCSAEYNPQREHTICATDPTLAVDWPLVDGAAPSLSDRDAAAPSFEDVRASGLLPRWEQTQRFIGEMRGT
* marks the source's active call; other numbers are inactive results; ? = inconclusive; / = not tested or not shown; & = joins results of further samples. This is a subset (hit frequency here may not be typical).

Start of the data: the first two records, to show the layout:
The line under a structure holds: GlmU inhibition | Mtb RmlCD inh
CN(C)C(=O)N1CCC(C(=O)NCC2CCCO2)CC1 (stereo unspecified)
    / | -6
Cn1nc(-c2ccc(NCCO)c([N+](=O)[O-])c2)c2ccccc2c1=O
    3.1% | -11

The list itself, from the first entry:
The line under a structure holds: GlmU inhibition | Mtb RmlCD inh
CN(C)C(=O)N1CCC(C(=O)NCC2CCCO2)CC1 (stereo unspecified)
    / | -6
Cn1nc(-c2ccc(NCCO)c([N+](=O)[O-])c2)c2ccccc2c1=O
    3.1% | -11
CCN(CC)C(=O)Cc1cc(C(=O)O)c2ccccc2n1
    -2.1% | 7
COCCCNC(=O)CSC1=Nc2ccccc2C2=NC(c3ccccc3)C(=O)N12 (stereo unspecified)
    1.5% | -7
CCOC(=O)c1c(N2C(=O)Nc3ccccc3N2O)n[nH]c1-c1cccc(Cl)c1
    4.9% | 5
Cc1cc(C)cc(NC(=S)NCc2cccs2)c1
    3.3% | 19
Clc1ccsc1-c1ccc2ccccc2n1
    -3.8% | 12
COCCn1c(=NC(=O)c2nc3ccccc3s2)sc2cc(S(C)(=O)=O)ccc21
    -0.8% | 5
COC(=O)c1ccc(C2C(Oc3ccccc3)C(=O)N2CCc2ccc(F)cc2)cc1 (stereo unspecified)
    -2.7% | 8
O=C(Nc1cccc(NC(=O)c2ccc(-c3ccc(Br)cc3)o2)c1)c1ccco1
    1.4% | /
CCN1C(=O)c2cccc3c(N)ccc1c23
    3.2% | /
CC(C)(C)c1ccc2c(c1)OC(C(=O)N/N=C\c1ccccn1)CO2 (stereo unspecified)
    5.9% | -19
O=C(O)c1cccc(Nc2ncnc3sccc23)c1
    2.4% | -10
CC1CN(S(=O)(=O)c2ccc(NC(=O)CCCN3C(=O)c4ccccc4C3=O)cc2)CC(C)O1 (stereo unspecified)
    2.5% | 6
COCC(=O)Nc1ccc(N(C)C)cc1
    0.0% | /
Cc1cccc(N(CC(=O)NCCSCc2ccco2)S(=O)(=O)c2ccccc2)c1
    1.7% | -5
O=C(Nc1ccc(N2CCCC2)c(Cl)c1)c1cccs1
    -6.4% | -5
O=C(Nc1ccc(Cl)cc1F)c1ccccc1Br
    0.5% | /
COc1ccccc1C(=O)N1CCc2ccccc21
    3.5% | /
O=C(CSc1cccc[n+]1[O-])c1cc(Cl)ccc1Cl
    -1.8% | 5

The line under a structure holds: GlmU inhibition | Mtb RmlCD inh
Cc1ccc2cn[nH]c2c1NC(=S)NC(=O)c1ccccc1
    -0.8% | /
O=C1N/C(=N/N=C/c2ccccc2O)SC1Cc1ccc(F)cc1 (stereo unspecified)
    -4.7% | -10
Cc1ccc(C(=O)Cn2nnc3ccccc32)cc1C
    -0.3% | 1
N#CCCn1[nH]c(-c2ccccc2)cc1=O
    -5.1% | 5
CCCCC(=O)Nc1ccc(C(=O)NCCc2ccc(S(N)(=O)=O)cc2)cc1
    -6.8% | -4
Nc1nonc1-n1nnc(C(=O)N/N=C/c2ccc(OCc3ccc(F)cc3)cc2)c1COc1ccccc1
    -1.4% | /
Cc1cc(NC2C3CC4CC(C3)CC2C4)n2nnnc2n1 (stereo unspecified)
    -1.5% | 2
COc1ccccc1NC(=O)Cn1cncc1-c1ccc([N+](=O)[O-])cc1
    / | 4
CCn1c(SCC(=O)Nc2ccc3[nH]c(=O)[nH]c3c2)nnc1-c1ccccc1
    -2.3% | 6
Cc1cccc(NC(=O)CSc2nc(C)c(Cc3ccccc3)c(=O)[nH]2)c1C
    -1.0% | 1
O=C1CN=C(c2ccccc2)c2oc3ccc(Br)cc3c2N1
    -1.8% | -6
COC(=O)c1ccc(NC(=O)CN(c2ccc3c(c2)OCO3)S(C)(=O)=O)cc1
    3.3% | 16
COc1cc(/C=C/C(=O)O)cc(S(=O)(=O)Nc2ccc3c(c2)OCO3)c1OC
    3.6% | -10
CN1C(=O)CN=C(c2ccccc2)c2cc([N+](=O)[O-])ccc21
    / | 19
CN1CCN(CC(=O)Nc2ccc(Cl)cc2Cl)CC1
    -2.6% | 55
N=C1C(=O)OCC1c1ccccc1NC(=O)c1ccc(F)cc1 (stereo unspecified)
    -2.1% | /
O=C(Nc1cccc([N+](=O)[O-])c1)C1CC(=O)N(C2CCCCC2)C1 (stereo unspecified)
    -6.3% | -12
O=C(/C=C/c1ccccc1Cl)c1ccccc(=O)c1O
    10% | 1
CC(C(=O)N(C)Cc1ccccc1)N1CCN(C/C=C/c2ccccc2)CC1 (stereo unspecified)
    1.8% | -7
Cc1ccc(Nc2c(F)c(F)c(F)c(F)c2C(=O)O)cc1
    2.2% | -1

The line under a structure holds: GlmU inhibition | Mtb RmlCD inh
COC(=O)C1C(=O)C=C(N2CCOCC2)CC1(C)C (stereo unspecified)
    0.4% | -7
Cc1ccc2c(CSc3nncs3)cc(=O)oc2c1
    3.0% | /
COc1nc(NC2CCCCC2)nc(N2CCCCCC2)n1
    -5.0% | /
COC(=O)C[C@H]1c2cc(C(F)(F)F)ccc2S(=O)(=O)N1C1CCCCC1
    -3.0% | /
CC(=NCCO)c1c(O)n(C)c(=O)n(C)c1=O
    -5.4% | -10
Cc1ccc(C(=O)N/C(=C/c2ccc(C(C)C)cc2)C(=O)NCCCN2CCOCC2)cc1
    2.9% | /
O=C(NCC1CCCO1)C(c1ccc(F)cc1)N(Cc1ccc(F)cc1)C(=O)Cn1nnc(-c2cccs2)n1 (stereo unspecified)
    -6.2% | /
CCCc1noc2c1C(c1ccoc1)C(C#N)=C(N)N2 (stereo unspecified)
    1.4% | /
CN(CCC#N)C(=O)CC1(Cc2ccccc2)CCOC(C)(C)C1 (stereo unspecified)
    -3.9% | -10
CCC[C@@H]1CCCO[C@@](C(=O)NCc2ccccn2)(C(F)(F)F)C1
    -4.8% | /
O=C(C1CCCN(Cc2ccc3c(c2)OCO3)C1)N1CCCC1 (stereo unspecified)
    -1.3% | -12
Brc1cccc(-c2nnc3sc(CNCc4ccco4)cn23)c1
    -2.3% | 1
Cc1ccc2c(C(=O)CN3CCN(C(=O)c4ccco4)CC3)c(C)[nH]c2c1
    4.0% | /
CCOc1cc(NC2CS(=O)(=O)CC2O)c(OCC)cc1NC(=O)c1ccccc1 (stereo unspecified)
    -4.5% | 3
COc1cc(C(=O)N/N=C/c2ccc(OC(=O)N3CCOCC3)cc2)cc(OC)c1OC
    2.4% | 0
CC(C)(C)C(=O)NNc1nc(-c2ccccc2)c2cc(Br)ccc2n1
    -3.0% | -9
CCN1/C(=C\C=C(C(C)=O)C(C)=O)Sc2ccccc21
    2.8% | -8
Cc1ccc(Cc2cnc(NC(=O)CN3CCOCC3)s2)cc1Cl
    -4.2% | /
CC(OC(=O)c1ccco1)C(=O)Nc1ccc(Cl)cn1 (stereo unspecified)
    -4.6% | 6
Cc1nc(CS(=O)c2ccc(Cl)cc2)cc(NCc2ccc(Cl)cc2Cl)n1 (stereo unspecified)
    -3.0% | 106

The line under a structure holds: GlmU inhibition | Mtb RmlCD inh
O=C(COC(=O)c1ccco1)NCc1ccc(Cl)cc1
    -4.0% | -7
Cc1ccc(-c2cc(-c3nnc(SCC(=O)NC(C)C(C)C)n3N)c3ccccc3n2)cc1 (stereo unspecified)
    -2.2% | 29
N#CCC(N)=C(C#N)C#N
    -4.8% | /
COc1ccc(OC(=O)c2cc(S(=O)(=O)N3CCCC3)ccc2Cl)cc1
    7.5% | -8
Cn1c(=O)c2c(nc(NCC3CCCO3)n2Cc2cccc(Br)c2)n(C)c1=O (stereo unspecified)
    -2.5% | /
COc1cccc(-c2nnc(SCC(=O)Nc3ccc4c(c3)OCCO4)n2Cc2ccco2)c1
    -1.6% | ?
Cc1cccc(C(=O)NNC(=O)Nc2ccccc2)c1
    -1.2% | -10
COc1ccc(-c2c(-c3ccc(OCC(=O)NN)cc3O)n[nH]c2C(F)(F)F)cc1
    13%* | -3
CC(C)(C)CC(C)(C)NC1=CC(=O)OC12CCCCC2
    -0.7% | 1
COc1ccc(OC)c(-n2cnnn2)c1
    3.5% | /
COc1ccc(C(=O)O)cc1S(=O)(=O)NC(C)(C)C
    2.5% | /
CC(C)(C)C1=CC=C(C(C)(C)C)C(=O)C1=O
    -1.1% | 3
Cc1ccc(C(=O)CC(=O)c2ccc(C(C)(C)C)cc2)cc1
    0.7% | -3
CSc1c(C#N)c(N)nc2sc(C(=O)c3ccccc3)c(N)c12
    8.6% | -6
CN(C(=O)/C=C/c1cnc2ccccc2c1)C1CCCCC1
    -2.7% | -9
CC(C)N(C(=O)CSc1nnc(CNc2ccc(F)cc2)o1)C(C)C
    0.3% | -4
Cn1c(=O)c2c(nc(Br)n2CC(=O)C23CC4CC(CC(C4)C2)C3)n(C)c1=O
    -3.2% | -2
Cc1ccccc1Oc1ccc(Oc2ccccc2C)nn1
    4.8% | /
CC(C)COC(=O)/C(C#N)=C/c1c[nH]c2ccccc12
    4.3% | 13
CN(C(=O)CSc1nnc(N)s1)c1c(N)n(Cc2ccccc2)c(=O)[nH]c1=O
    1.9% | -2

The line under a structure holds: GlmU inhibition | Mtb RmlCD inh
c1ccc2[nH]c(NCCN3CCOCC3)nc2c1
    4.0% | /
COC(=O)Cc1csc(N)n1
    -3.7%&1.0% | 6&3
CC(O)CNc1nc2sc3c(c2c(=O)n1CCc1ccccc1)CCCCC3 (stereo unspecified)
    3.1% | -4
CC(CCc1ccccc1)NC(=O)C1CCN(S(=O)(=O)c2cnc[nH]2)CC1 (stereo unspecified)
    3.6% | /
Cc1ccc(CN2CCN(Cc3cnn(-c4ccc(F)cc4)c3)CC2CCO)o1 (stereo unspecified)
    -6.7% | 5
COC(=O)c1[nH]c2c(c1C)C(=O)CCC2
    -0.6% | /
CC1CCN(Cc2csc(N)n2)CC1
    -6.3% | /
O=C1c2oc3ccc(F)cc3c(=O)c2C(c2cccc(O)c2)N1CCCN1CCOCC1 (stereo unspecified)
    0.2% | /
C=CCc1ccc(OCCOCCNCCCC)c(OC)c1
    -0.3% | /
O=C(COC(=O)c1ccco1)c1ccc2ccccc2c1
    -3.8% | /
Cc1ccc(CN2CCN(Cc3ccc(-n4cccn4)cc3C)CC2CCO)cc1 (stereo unspecified)
    -4.0% | -2
Cc1noc(NS(=O)(=O)c2ccc(N3Cc4ccccc4C3=O)cc2)c1C
    -0.5% | 12
CCc1ccc(/C=C2/C(=O)N(c3ccccc3)C(=S)N2CC(=O)OC)s1
    -6.0% | 2
COc1ccc2oc(=O)c(C(=O)OCC(=O)c3ccc([N+](=O)[O-])cc3)cc2c1
    -0.9% | 6
Cc1ccc(N(Cc2ccccc2F)S(C)(=O)=O)cc1C
    -2.2% | 7
CC(NC(=O)c1ccc2c(c1)OCO2)C(c1cccs1)N1CCN(c2ccccc2)CC1 (stereo unspecified)
    1.5% | 4
COc1cccc(OCCOc2c(OC)cccc2OC)c1
    1.7% | -4
Cc1ccc(C)c(NC(=S)NNC(=O)c2cc3c(s2)CCC(C)C3)c1 (stereo unspecified)
    -0.8% | -125
O=C(O)CNC(=O)CC1S/C(=N/N=C2/NC(=O)CS2)NC1=O (stereo unspecified)
    8.7% | -12
O=C(N/N=C/c1cc(Cl)ccc1O)C(=O)Nc1ccccc1OC(F)(F)C(F)F
    -2.8% | /

Six entries drawn at random from those above, as already listed:
The line under a structure holds: GlmU inhibition | Mtb RmlCD inh
c1ccc2[nH]c(NCCN3CCOCC3)nc2c1
    4.0% | /
Cc1ccc(N(Cc2ccccc2F)S(C)(=O)=O)cc1C
    -2.2% | 7
O=C(COC(=O)c1ccco1)c1ccc2ccccc2c1
    -3.8% | /
O=C1c2oc3ccc(F)cc3c(=O)c2C(c2cccc(O)c2)N1CCCN1CCOCC1 (stereo unspecified)
    0.2% | /
CC1CCN(Cc2csc(N)n2)CC1
    -6.3% | /
O=C(O)CNC(=O)CC1S/C(=N/N=C2/NC(=O)CS2)NC1=O (stereo unspecified)
    8.7% | -12

Next section:
The line under a structure holds: GlmU inhibition | Mtb RmlCD inh
COc1ccc(-c2cc3nc(C)cc(C)n3n2)cc1
    -3.2% | 2
Cc1ccc(C)c(-n2c(CNC(=O)c3ccco3)nnc2SCC(=O)Nc2nccs2)c1
    / | 8
CCCn1c(N)c(NCCN2CCOCC2)c(=O)[nH]c1=O
    1.9% | -7
O=C(NCC1(N2CCOCC2)CCCCC1)c1ccc(Cl)c(S(=O)(=O)NCc2ccco2)c1
    8.5% | 17
COc1ccc(-c2cc(C(=O)Nc3ccccc3F)on2)cc1
    5.5% | 8
Cc1cc(=O)[nH]c(N/N=C/c2ccc(OC(=O)c3ccco3)cc2)n1
    -5.4% | 0
CCOc1ccc(/C(O)=C2/C(=O)C(=O)N(c3nc(C)c(C)s3)C2c2ccco2)cc1 (stereo unspecified)
    0.2% | -3
CCOC(=O)C1=C(C)N(C)C(=S)NC1c1ccccc1 (stereo unspecified)
    2.1% | 15
CCCCCc1cc(=O)oc2c(C(CCN3CCCC3)c3cc(OC)c(OC)c(OC)c3)c(OC)cc(OC)c12 (stereo unspecified)
    -4.1% | -11
Cc1ccc(CNc2ccc(N3C(=O)CCCC3=O)cc2[N+](=O)[O-])cc1
    3.1% | -12
CCOC(=O)C1=C(C)N(c2ccccc2)C(=O)C1
    3.4% | /
c1cncc(-c2nc(-c3ccc4c(c3)OCO4)cs2)c1
    -1.0% | -6
CCOC(=O)c1cc(-c2ccc(C)cc2)n(CCC(=O)NCCCOC)c1C
    8.1% | 9
Cn1cc(SCC(=O)NCCc2ccccc2)c2ccccc21
    -2.7% | 21
CCOc1ccc(-n2nc3c(Cl)nnc(C)c3c2C)cc1
    4.5% | 14
